NPR2 activator: GC-B (human) receptor activation. activation, % at 10 µM. P20594. hit rate 0.11% among 370,000. HEK293-GC-B cells, CNP EC30, cGMP TR-FRET; 0% at EC30 CNP, 100% saturating CNP. AID 1920062;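 active = activation at 10 µM reaching about 35% in either raw or pattern-adjusted values, limit read from the data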
hgDAF12 agonist: hgDAF-12 agonism, primary luciferase screen; HEK293 GAL4-hgDAF12 UAS-luciferase reporter, agonist luminescence; normalized to butyrate control; activation, % at 6.8 µM; hit rate 1.8% among 370,000;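 active = activation above a cutoff set at the mean of all screened compounds plus 3 SD, cut at about 10% in these data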;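 note: 0% = DMSO wells and 100% = sodium butyrate wells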
ssDAF12 agonist: activates DAF-12 receptor from parasite S. stercoralis; HEK293 ssDAF-12/GRIP1 lit1-tk-luc reporter, luminescence; % of 3 µM dafachronic acid response; AID 652126; hit rate 1% among 370,000; activation, % at 6.8 µM;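 active = activation above the mean over all tested compounds plus 3 SD, cut at about 0.9% in these data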;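 note: 0% = DMSO-only wells and 100% = 3 µM delta7-dafachronic acid wells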
DAX1 inh-1: NR0B1 (DAX1) inhibition | P51843 | HEK293 Gal4-DAX1 luciferase reporter, luminescence | inhibition, % at 6.75 µM | hit rate 0.99% among 340,000 | AID 504766;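 active = inhibition above the mean over all tested compounds plus 3 SD, cut at about 4.2% in these data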;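 note: 0% = DAX1-transfected cells with DMSO and 100% = empty-vector control cells with DMSO; inhibition shows as a rise in luminescence from relieved DAX1 repression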
Target sequence (P51843 207-470 limits assumed): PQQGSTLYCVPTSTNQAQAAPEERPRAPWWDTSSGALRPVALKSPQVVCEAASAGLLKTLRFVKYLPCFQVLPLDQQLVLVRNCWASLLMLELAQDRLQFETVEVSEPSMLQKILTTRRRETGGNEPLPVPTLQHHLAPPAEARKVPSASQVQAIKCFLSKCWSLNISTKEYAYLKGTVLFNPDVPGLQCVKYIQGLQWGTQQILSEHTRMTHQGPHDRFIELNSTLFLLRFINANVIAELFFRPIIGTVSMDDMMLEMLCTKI
sPLA2-III inh: Inhibits HGIII-sPLA2 liposome hydrolysis, primary screen; QFRET BODIPY PC-A2 liposome hydrolysis, fluorescence; Q9NZ20; hit rate 0.56% among 370,000; inhibition, % at 12.2 µM;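 active = inhibition above mean plus 3 SD of compounds lying within the high and low control bounds, cut at about 19% in these data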;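 note: 0% = median of test compound wells and 100% = no enzyme DMSO wells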
SMARCA2 activ: increases SMARCA2 function in MMTV reporter cells. MG213 cells, MMTV-luciferase reporter, dexamethasone, overnight. activation, % at 9.1 µM. AID 652017. hit rate 1% among 370,000; in the data active = activation above about 7.8%;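 note: 0% = vehicle wells and 100% = reference activator wells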
hcDAF-12 act: activates DAF-12 receptor from parasite H. contortus | hit rate 1.4% among 370,000 | HEK293 hcDAF-12 lit1-tk-luc reporter, luminescence; 0% DMSO, 100% Δ7-dafachronic acid | activation, % at 6.8 µM;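 active = activation above the mean of all tested compounds plus 3 SD, cut at about 5.5% in these data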;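 note: 100% = response to 3 µM Δ7-dafachronic acid high control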
ADAM10 inh: ADAM10 inhibition, QFRET primary screen | O14672 | recombinant ADAM10, EDANS/DABCYL FRET peptide cleavage, 3 h | inhibition, % at 7 µM | hit rate 0.62% among 370,000 | AID 720582;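 active = inhibition above a per-campaign cutoff equal to the mean of compounds falling between control-based bounds plus 3 SD, cut at about 20% in these data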;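 note: 0% = DMSO wells while the 100% control is not disclosed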
Target sequence (O14672 214-748 limits assumed): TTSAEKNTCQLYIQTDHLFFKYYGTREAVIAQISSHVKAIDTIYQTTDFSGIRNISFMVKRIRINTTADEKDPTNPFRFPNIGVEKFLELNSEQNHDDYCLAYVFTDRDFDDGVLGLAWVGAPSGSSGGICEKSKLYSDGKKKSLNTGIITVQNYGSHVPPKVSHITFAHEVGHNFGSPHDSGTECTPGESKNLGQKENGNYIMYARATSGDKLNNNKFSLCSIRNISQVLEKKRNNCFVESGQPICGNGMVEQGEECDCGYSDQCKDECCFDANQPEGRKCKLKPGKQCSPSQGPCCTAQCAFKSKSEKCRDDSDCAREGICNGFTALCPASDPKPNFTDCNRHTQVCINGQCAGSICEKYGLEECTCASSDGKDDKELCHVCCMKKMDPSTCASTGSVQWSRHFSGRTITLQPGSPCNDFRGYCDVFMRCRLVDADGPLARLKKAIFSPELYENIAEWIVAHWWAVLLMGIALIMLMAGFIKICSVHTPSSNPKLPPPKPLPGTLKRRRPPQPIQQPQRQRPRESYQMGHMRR
DAX1 inh-2: DAX1 (NR0B1) inhibition, primary screen | hit rate 1.1% among 370,000 | inhibition, % at 6.8 µM | HEK293T StAR-luciferase reporter, SF-1/DAX-1 repression relief | AID 652010;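 active = inhibition above the mean over all tested compounds plus 3 SD, cut at about 3.6% in these data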;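 note: 0% = DAX-1 cells with DMSO and 100% = cells lacking DAX-1 with DMSO; higher inhibition means more luminescence from relief of DAX-1 repression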
NPR1 activator: GC-A (human) enzyme activation. P16066. HEK293 GC-A cells, cGMP TR-FRET, EC30 ANP; 0% at EC30 ANP, 100% saturating ANP. activation, % at 10 µM. hit rate 0.14% among 370,000. AID 1671463; in the data active = activation above about 40%
FXN GAA850 act: increases GAA850 frataxin promoter reporter activity; HEK293 lucGAA850 FXN promoter luciferase reporter, 24 h; percent of 10 µM SAHA response; activation, % at 6 µM; hit rate 0.56% among 360,000; AID 540364;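 active = activation above the average of all compounds screened plus 3 SD, cutoff fixed separately per campaign, cut at about 7.5% in these data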;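 note: 0% = DMSO wells and 100% = 10 µM SAHA wells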
* hit, by the source's call; i = inactive; · = no result given. Outcome played no part in choosing rows; 6.6% or so of the library scored in one or more.

SMILES | NPR2 activator | hgDAF12 agonist | ssDAF12 agonist | DAX1 inh-1 | sPLA2-III inh | SMARCA2 activ | hcDAF-12 act | ADAM10 inh | DAX1 inh-2 | NPR1 activator | FXN GAA850 act
Cc1c(Cl)cccc1NC(=S)N1CCN(C(=O)C2CCCO2)CC1 (configuration not stated) | -1 | 1.8 | -1.4 | 0.1 | 6 | 1 | -3.3 | 0 | 0.4 | 3 | 1.7
O=C(NC1CCCC1)C(c1ccncc1)N(C(=O)c1csnn1)c1ccc(Cl)cc1 (configuration not stated) | -1 | 4.5 | -0.2 | 3.7 | -3 | -1 | 0.6 | -1 | -0.1 | -1 | 2.4
COc1ccc(NC(=O)C2Cc3c(-c4cccc(C(N)=O)c4)ccnc3O2)cc1 (configuration not stated) | 0 | -1.8 | -0.8 | · | 5 | -5 | -2.2 | 2 | -1.7 | 1 | -5.9
Cc1cccc(N2CCN(Cc3cc(=O)n4ccsc4n3)CC2)c1C | 9 | -0.4 | -1.0 | -0.5 | 4 | -1 | -0.9 | -6 | -0.7 | 2 | -0.2
O=C(Nc1ccccc1C(=O)N/N=C/c1ccco1)c1ccc(Cl)cc1 | -7 | 7.7 | -1.5 | -1.3 | -1 | 0 | 4.6 | -4 | -0.2 | -6 | 1.3
Cc1ccc(-n2nc3c(=O)n(C(C)C(=O)NCc4ccccc4Cl)nc(C)c3c2C)cc1 (configuration not stated) | -1 | -5.9 | -2.1 | -3.1 | -1 | -4 | -5.9 | -3 | -1.2 | 5 | -2.0
S=C(NCCCN1CCN(CCCNC(=S)NC2CCCCC2)CC1)NC1CCCCC1 | -8 | -3.7 | -1.0 | -1.0 | 11 | 0 | -0.2 | -2 | 0.8 | -1 | -0.2
C/C(CC(=O)Nc1ccc2c(c1)OCCO2)=N\NC(=O)c1ccccn1 | -7 | 15* | 0.3 | 0.8 | -4 | 9.5* | 6.2* | -6 | 6.4* | 4 | 2.3
NCCc1ccc(O)c(O)c1 | 3 | -0.1 | -1.3 | -0.4 | 3 | -6 | -1.4 | -4 | 0.2 | 3 | -1.5
Cc1ccc(S(=O)(=O)N(C)c2ccccc2C(=O)Nc2c(F)cccc2F)cc1 | -4 | 0.5 | -1.0 | -1.3 | -1 | -1 | -1.8 | 2 | -0.8 | -1 | 0.8
O=C(NCC(c1ccco1)N1CCCC1)c1cc2cc(Cl)ccc2o1 (configuration not stated) | 2 | 0.8 | -1.3 | 0.6 | -3 | -1 | -0.5 | -6 | 3.2 | 0 | 4.4
NC(=NC1CCCCC1)c1ccc([N+](=O)[O-])cc1 | -8 | -0.1 | -1.2 | -0.7 | 3 | 2 | -2.8 | 2 | -0.1 | 1 | 0.1
COC(=O)[C@H]1C[C@@]2(N3CCCC3)c3ccccc3N[C@H]2N1S(=O)(=O)c1ccc([N+](=O)[O-])cc1 | -3 | 3.4 | -0.9 | · | 4 | -1 | -0.1 | -1 | -0.4 | -3 | ·
CCOC(CCn1ccc(O)c(Cc2ccc(Cl)cc2)c1=O)OCC | 3 | -1.8 | -1.3 | -0.9 | 2 | -2 | 0.8 | -8 | -0.2 | 5 | -2.7
CN1C(=O)C2ON(c3ccccc3)C(c3cccs3)C2C1=O (configuration not stated) | -8 | 1.0 | -0.9 | -0.8 | 3 | -3 | -0.8 | -4 | 0.6 | 1 | 1.8
CCN(CC)S(=O)(=O)c1ccc(OCC2CCCCO2)c([N+](=O)[O-])c1 (configuration not stated) | 7 | -0.6 | -0.8 | -0.4 | 1 | -1 | -0.2 | -3 | 0.1 | 0 | 3.2
COc1ccc(-c2nc(CS(=O)(=O)CC(=O)NCc3cccc(OC)c3OC)c(C)o2)cc1 | -5 | -0.2 | -1.4 | 1.6 | -18 | -1 | -1.2 | 0 | -0.4 | -7 | 0.3
COC(=O)C(C(C)C)N(Cc1cc(OC)cc(OC)c1)S(=O)(=O)CCl (configuration not stated) | -9 | 2.9 | -0.8 | -0.3 | 4 | -2 | -2.2 | -6 | -2.0 | -6 | 0.2
O=C1C(Cc2ccc(F)cc2)SC(=Nc2ccccc2)N1c1ccccc1 (configuration not stated) | -8 | 3.2 | -1.1 | -0.6 | -11 | -4 | -2.7 | -1 | -0.1 | -10 | -0.1
CN(C)CCN(C(=O)c1ccc2ccccc2c1)c1nc2c(F)cc(F)cc2s1 | 4 | 0.7 | -1.1 | 0.1 | 7 | -3 | -0.6 | 0 | 0.0 | -5 | 1.9
CCOC(=O)C1=C(COc2ccc(C)cc2)NC(=O)NC1c1cc(C)ccc1C (configuration not stated) | 3 | -0.7 | -1.3 | -0.8 | 1 | -1 | -2.8 | 1 | 0.5 | -2 | 0.9
O=[N+]([O-])c1cc(S(=O)(=O)Nc2cccc(Cl)c2)ccc1N/N=C/c1ccc(N2CCOCC2)cc1 | 3 | -2.1 | -1.5 | 2.3 | 0 | -4 | 0.3 | -2 | -0.1 | -6 | 1.0
COC(=O)C1(C(=O)OC)c2cc3c(cc2CN(S(=O)(=O)c2ccc(C)cc2)C1CC(C)=O)OCO3 (configuration not stated) | -1 | 0.5 | 0.2 | · | 5 | -6 | -1.4 | -14 | -1.3 | -2 | ·
Cc1onc(-c2ccccc2)c1CNS(=O)(=O)c1ccccc1[N+](=O)[O-] | 3 | -0.4 | -1.8 | -1.4 | 2 | 0 | 0.1 | 0 | 0.0 | 1 | -0.7
COc1ccc(CSc2nc(C)cc(C)c2S(C)(=O)=O)cc1 | -2 | -2.9 | -0.6 | -0.6 | -13 | -4 | -0.8 | -9 | -0.7 | 2 | 1.4
C/C(=C\C(=O)c1ccc(C)o1)Nc1ccc(C(=O)O)cc1C | 3 | 1.4 | -1.6 | 0.0 | -1 | 0 | -0.6 | -4 | 0.5 | -1 | 1.6
CCS(=O)(=O)c1ccc(O)c(NC(=O)CCCC(=O)O)c1 | 7 | 0.5 | -1.6 | 1.3 | 9 | -2 | 1.0 | -13 | 0.2 | 1 | 0.2
Cc1ccc(C)c(Nc2ncnc(N)c2[N+](=O)[O-])c1 | 2 | 1.0 | -0.8 | 1.0 | 2 | 1 | -0.2 | -3 | -0.3 | 5 | 1.1
COc1ccc(-c2cc(C(F)(F)F)n3nc(C(=O)NCCCn4ccnc4)cc3n2)cc1 | 11 | 0.2 | -1.5 | 0.4 | -17 | -1 | -1.8 | i | -0.1 | 10 | 6.7
CCOc1cc(/C=C(\C#N)c2nc(-c3cccs3)c(NC(C)=O)s2)ccc1O | 1 | 2.0 | -2.3 | -2.7 | -24 | 2 | -2.2 | 2 | -3.0 | 0 | -5.1

Other entries
SMILES | NPR2 activator | hgDAF12 agonist | ssDAF12 agonist | DAX1 inh-1 | sPLA2-III inh | SMARCA2 activ | hcDAF-12 act | ADAM10 inh | DAX1 inh-2 | NPR1 activator | FXN GAA850 act
O=C1CCc2cc(NS(=O)(=O)c3ccc(Br)cc3)cc3c2N1CC3 | -7 | 0.3 | -0.4 | 1.0 | 2 | -2 | 0.3 | -3 | 1.8 | 0 | 0.0
COc1ccc2c(c1)OC[C@H]1[C@H]2N2C(=O)c3ccccc3NC(=O)[C@@]2(C)[C@H]1c1ccccc1 | -5 | -1.9 | -1.4 | 0.9 | 39* | 1 | -0.4 | 9 | -0.6 | -4 | -6.6
Cc1n[nH]c(=O)c2c(NC(=O)COC(=O)COc3cccc(Br)c3)oc(C)c12 | -3 | 0.6 | -0.2 | 0.6 | 0 | 0 | 2.3 | -18 | 0.8 | 0 | -1.1
O=C(C1=C[C@@H](c2ccc(C(F)(F)F)cc2)C[C@@H](OCCCCO)O1)N1CCN(Cc2ccccc2)CC1 | -1 | -2.6 | -0.4 | -0.5 | -13 | 1 | -1.6 | -12 | -0.4 | -2 | 1.6
Cc1ccc(S(=O)(=O)Cn2nnnc2CN(Cc2ccco2)CC2CCCO2)cc1 (configuration not stated) | -1 | 0.1 | -1.5 | 0.0 | -2 | 1 | -3.2 | 0 | -0.6 | -1 | -1.6
Cc1ccc(S(=O)(=O)N2CCOCC2)cc1C(=O)Nc1ccncc1 | -13 | 4.3 | -1.2 | 0.4 | 8 | -3 | -0.4 | -22 | 1.5 | -12 | -0.5
O=C(CSc1nc2ccccc2nc1N1CCCCC1)N1CCN(c2ccccc2)CC1 | -1 | 0.7 | -1.4 | 1.3 | -4 | 1 | -1.1 | -10 | -1.6 | -4 | -1.0
O=C(NC1CCCCC1)c1cc([N+](=O)[O-])ccc1N1CCCC1 | -2 | 0.5 | -0.3 | 0.7 | -3 | 0 | 1.0 | 0 | -0.6 | -3 | 0.5
COc1ccccc1OCc1ccc(C(=O)NCC2CCCO2)o1 (configuration not stated) | 0 | -2.0 | -1.2 | -0.3 | 4 | 1 | -1.0 | 3 | 0.9 | 1 | -0.9
CCCCc1c(-c2ccccc2OC)ncn1Cc1ccc(Cl)cc1 | -8 | -4.3 | -1.4 | · | -20 | -4 | -2.0 | 12 | -0.3 | -16 | ·
CCn1c2ccccc2c2cc(NC(=O)COc3ccc(OC)cc3)ccc21 | -5 | -0.9 | -0.9 | -0.5 | -9 | -3 | 0.6 | 1 | -0.1 | 6 | -0.6
FC(F)Oc1ccc(-n2cc(-c3ccc(Cl)cc3)[n+]3c2CCCCC3)cc1 | 0 | 0.1 | -0.2 | -2.2 | -5 | 1 | 3.6 | -4 | -0.1 | 4 | -2.3
c1ccc2[nH]c(NCCCN3CCOCC3)nc2c1 | 0 | -2.4 | -1.9 | -1.2 | 1 | 1 | -0.5 | -2 | 0.8 | 1 | 2.0
CCc1ccc(CN(C)C(=O)C2CCC(=O)N(Cc3cccc(OC)c3)C2)nc1 (configuration not stated) | -6 | 1.2 | -0.8 | 0.4 | 4 | -1 | 0.6 | -9 | -0.1 | -10 | 3.7
Cc1ccc(-c2[nH]ncc2/C=N/n2c(C)nc3ccccc3c2=O)cc1 | -2 | 2.2 | -1.1 | 2.0 | -2 | -3 | -0.9 | 2 | 0.0 | -7 | 3.1
Oc1ccc2ccccc2c1C=Nc1cc(C(F)(F)F)ccc1N1CCCC1 | -5 | -1.4 | -0.7 | -0.2 | -6 | -3 | 4.4 | -27 | -0.1 | 10 | -1.8
CCOc1ccc(NC(=O)c2ccc(NS(=O)(=O)c3cccs3)cc2)cc1 | -2 | 0.8 | -1.0 | 0.4 | -19 | -1 | -2.5 | 5 | -0.4 | -2 | 0.6
Cc1ccc(NC(=O)C(C)SCc2nc3sc(C)c(C)c3c(=O)[nH]2)nc1 (configuration not stated) | 3 | 1.8 | -0.3 | -0.9 | 3 | -2 | 0.3 | -30 | 2.2 | 0 | 0.0

Assay outcomes deposited in PubChem by several laboratories.
